Screening results deposited in PubChem by Broad Institute.
Cneo AK release = causes C. neoformans cell lysis; adenylate kinase release luminescence, 4 h; normalised: neutral wells 0, clomiphene wells 100; lysis activity, % at 15 µM; actives 0.2% (n = 360,000);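 active means mean lysis activity across replicates of at least 80%, whatever share of replicates individually reach that level; inactive means mean lysis activity below 80%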
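Signal: Adenylate kinase release luminescence | Assay system: Log-phase Cryptococcus neoformans yeast cells | Input: Cells at 5 × 10^6 per mL | Buffer or medium: Fresh YPD growth medium | Compound: Single dose | Schedule: Static 4 h at 37 °C with compound, 1 h detection | Controls: Clomiphene | Read-out: Luminescence rise reflecting yeast cell lysis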
miR122 inh = inhibitors of miR-122 in Huh7 cells; Huh7 miR-122 Renilla luciferase sensor, 48 h; neutral wells = 0, positive control = 100; actives 0.3% (n = 340,000); activation (reporter increase), % at 12.5 µM;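 active means mean replicate activation score at least 90 and every replicate individually at or above 90; inconclusive means only one of the two criteria met; inactive means neither criterion met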;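 further: higher luciferase means less miR-122 activity so hits act as miR-122 inhibitors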
esBAF inh = inhibitors of esBAF chromatin remodeling in mouse ES cells; Bmi1-luciferase knock-in reporter, 24 h; 100% = twice the neutral-well signal; reporter increase, % at 12.5 µM; actives 2% (n = 350,000); AID 602393; in the data active means activation above about 40%; inconclusive means no clear call, values can overlap the other calls;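 further: 0% = median of the plate's neutral control wells and 100% = double that signal; a rise in the Bmi1 reporter signal indicates esBAF inhibition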
SIRT5 inh = inhibitors of human sirtuin-5 desuccinylase; AID 652115; Purified SirT5, succinyl-peptide AMC, trypsin-coupled fluorescence; actives 1.1% (n = 330,000); Q9NXA8; inhibition, % at 15 µM; in the data active means inhibition above about 15%; inconclusive means no clear call, values can overlap the other calls
Target sequence (Q9NXA8 whole entry, looked up): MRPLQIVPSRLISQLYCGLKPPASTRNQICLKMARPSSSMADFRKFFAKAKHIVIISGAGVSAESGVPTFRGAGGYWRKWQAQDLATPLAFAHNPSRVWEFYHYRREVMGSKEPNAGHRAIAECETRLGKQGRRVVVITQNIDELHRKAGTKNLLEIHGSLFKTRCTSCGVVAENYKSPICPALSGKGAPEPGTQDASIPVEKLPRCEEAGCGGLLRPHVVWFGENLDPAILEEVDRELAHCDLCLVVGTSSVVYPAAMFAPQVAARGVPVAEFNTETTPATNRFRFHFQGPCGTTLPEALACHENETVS
ERp5 inh = blocks human ERp5 reductase activity on insulin; Q15084; ERp5 insulin aggregation, absorbance 650 nm, 90 min; inhibition, % at 9.99 µM; actives 0.05% (n = 350,000);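 active means mean replicate inhibition above about 25%, with every replicate also reaching it, limit read from the data, passing the limit was not always enough; inconclusive means only one of those two criteria met; inactive means neither criterion met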
Target sequence (Q15084 whole entry, looked up): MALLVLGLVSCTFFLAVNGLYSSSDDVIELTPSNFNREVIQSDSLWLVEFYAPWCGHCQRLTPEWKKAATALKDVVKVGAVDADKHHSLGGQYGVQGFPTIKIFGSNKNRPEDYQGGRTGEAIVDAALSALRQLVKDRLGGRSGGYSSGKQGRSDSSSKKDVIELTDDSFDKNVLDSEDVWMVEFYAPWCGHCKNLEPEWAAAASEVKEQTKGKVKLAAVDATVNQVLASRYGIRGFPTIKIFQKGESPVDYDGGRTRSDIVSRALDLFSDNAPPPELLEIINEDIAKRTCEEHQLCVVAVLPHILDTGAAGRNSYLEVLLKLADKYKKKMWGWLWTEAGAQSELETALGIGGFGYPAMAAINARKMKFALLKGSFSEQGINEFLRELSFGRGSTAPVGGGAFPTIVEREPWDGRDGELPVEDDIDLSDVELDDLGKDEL
Statin myotox sup = suppression of simvastatin myotoxicity; C2C12 myotubes + simvastatin, ATP luminescence, 48 h; scaled: DMSO 0, geranylgeraniol control 100; rescue of ATP level, % at 7.49 µM; actives 0.78% (n = 330,000); AID 602340;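 active means mean ATP rescue above about 67%, or every replicate alone reaching that limit, limit read from the data, passing the limit was not always enough; inconclusive means no clear call, values can overlap the other calls; inactive means mean under the limit and some replicate under it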;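 further: myotubes were challenged with 10 µM simvastatin during compound exposure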
ARNT TACC3 PPI = ARNT/TACC3 interaction disruption. Q9Y6A5. AlphaScreen His-ARNT PAS-B/GST-TACC3 binding, luminescence; TACC3 fragment carries E629A point mutation. inhibition, % at 9.99 µM. actives 0.66% (n = 390,000). AID 623870;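 active means mean inhibition of replicates at least 50% and at least half of replicates each reaching 50%; inconclusive means half or more replicates reach 50% but mean below 50%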;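 further: 0% = complete ARNT plus TACC3 wells and 100% = ARNT alone without TACC3; many hits fall short of the cut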
Active calls of the source: *; [ ] = dose if it differs, or a comment.

`CC(=O)OC(C)(C)/C=C/C(=O)C(C)(O)C1[C@H](O)C[C@@]2(C)C3CC=C4C(CC[C@@H](O)C4(C)C)[C@]3(CO)C(=O)C[C@]12C` (stereo not given in full) gave Cneo AK release -0.5, esBAF inh -36.1, SIRT5 inh -1.3, ERp5 inh 2.5, Statin myotox sup -18.6 and ARNT TACC3 PPI -2.7.
`COC(=O)C1C(O)CC2CCC1N2C` (stereo not given) gave Cneo AK release 5.1, miR122 inh -3.5, esBAF inh 2.8, ERp5 inh -2.7, Statin myotox sup 4.9 and ARNT TACC3 PPI -0.9.
COc1cc(Cn2c(N)c(C(=O)NCc3ccco3)c3nc4ccccc4nc32)cc(OC)c1OC was read as Cneo AK release -1.2, miR122 inh -9.8, esBAF inh -4.0, Statin myotox sup 1.0 and ARNT TACC3 PPI -11.4.
NCCc1c[nH]c2ccccc12 was read as Cneo AK release 8.7, miR122 inh 15.1, esBAF inh 0.7, ERp5 inh 0.7, Statin myotox sup 2.4 and ARNT TACC3 PPI 2.3.
For C=CCn1c(=O)c(C=Nc2c(OC)cccc2[N+](=O)[O-])c(O)n(CCCC)c1=O the results were SIRT5 inh -1.6, ERp5 inh -1.1 and ARNT TACC3 PPI -7.7.
`COC(=O)Cn1cc(C(=O)c2ccccc2F)c2ccccc21` gave Cneo AK release -1.4, miR122 inh -2.9, esBAF inh -5.0, SIRT5 inh 6.2, ERp5 inh 2.0, Statin myotox sup -1.7 and ARNT TACC3 PPI -4.3.
Screening CN1CCN(c2cccc3c2C(=O)c2ccccc2C3=O)CC1 returned Cneo AK release -5.4, SIRT5 inh 12.8, ERp5 inh -0.7 and ARNT TACC3 PPI 4.0.
Cc1ccccc1C1=NCC(=S)Nc2ccc(Cl)cc21 was read as Cneo AK release 0.8, miR122 inh 0.5, esBAF inh -3.6 and ARNT TACC3 PPI 3.3.
`COc1ccc(-n2nnnc2C(C2CC2)N2CCC(n3c(=O)[nH]c4ccccc43)CC2)cc1` (stereo not given) gave Cneo AK release 0.1, miR122 inh -0.1, esBAF inh -8.7, SIRT5 inh 7.9, ERp5 inh -3.0 and Statin myotox sup -1.6.
For CN1CCC(N2CC3CC(C2)c2cccc(=O)n2C3)CC1 (stereo not given) the results were Cneo AK release 0.9, miR122 inh -15.7, esBAF inh -2.1, Statin myotox sup inconclusive and ARNT TACC3 PPI 2.6.
CN1C2CCC1CC(OC(=O)c1cc(Cl)cc(Cl)c1)C2 (stereo not given) was read as Cneo AK release 1.7, miR122 inh -8.9, esBAF inh -8.9, Statin myotox sup -7.9 and ARNT TACC3 PPI 4.2.
For Cc1cccc(C)c1-n1nnnc1C(C1CC1)N1CCC(n2c(=O)[nH]c3ccccc32)CC1 (stereo not given) the results were Cneo AK release -8.7, miR122 inh -9.7, esBAF inh -9.2, SIRT5 inh 2.7, ERp5 inh 2.8 and Statin myotox sup 9.9.
Screening COc1ccc(Br)cc1CN1CCN(CCO)CC1 returned Cneo AK release -1.2, miR122 inh -16.6, esBAF inh -3.9, Statin myotox sup -6.0 and ARNT TACC3 PPI 4.7.
COCCNC(=O)N1[C@H]2CC[C@@H]1C(C(=O)OC)=C(c1ccc(OC(F)(F)F)cc1)C2 was read as Cneo AK release 0.5, miR122 inh 0.0, esBAF inh 13.6, ERp5 inh 11.7, Statin myotox sup -1.9 and ARNT TACC3 PPI -2.4.
COc1ccc(-n2c(/C=C/c3cccc(F)c3)nc3ccccc3c2=O)c(OC)c1 was read as Cneo AK release -0.1, miR122 inh 3.2, esBAF inh -8.7, SIRT5 inh -0.4, ERp5 inh 1.7, Statin myotox sup 21.0 and ARNT TACC3 PPI -1.5.
Screening Nc1ccc(-c2ccc(N)cc2)cc1 returned Cneo AK release -1.2, esBAF inh 19.9, SIRT5 inh -1.0, ERp5 inh -2.0, Statin myotox sup -3.5 and ARNT TACC3 PPI 3.4.
Cc1cc(OC(=O)c2ccco2)c2c3c(c(=O)oc2c1)CCC3 was read as Cneo AK release 0.1, miR122 inh -4.5, esBAF inh -4.3, SIRT5 inh -1.0, ERp5 inh -12.1, Statin myotox sup 14.3 and ARNT TACC3 PPI -6.5.
CN(C)S(=O)(=O)c1cccc(C(=O)N2CCC(C(=O)O)(c3ccccc3)CC2)c1 was read as Cneo AK release -0.4, miR122 inh -0.3, esBAF inh 0.4, SIRT5 inh -1.0, ERp5 inh -1.0, Statin myotox sup 21.6 and ARNT TACC3 PPI -7.4.
Screening Cc1ccc(-n2c(O)c(C=NCC3CCCO3)c(=O)[nH]c2=O)c(C)c1 (stereo not given) returned Cneo AK release -1.4, miR122 inh 1.7, esBAF inh -3.2, SIRT5 inh -1.0, ERp5 inh 1.1, Statin myotox sup 1.6 and ARNT TACC3 PPI -7.8.
Screening COC(=O)C[C@@H]1CC[C@H]2NC[C@H](O)COC[C@@H]2O1 returned Cneo AK release 4.5, miR122 inh 2.6[16.7 µM], esBAF inh -5.0, SIRT5 inh -0.7, ERp5 inh 0.6, Statin myotox sup 5.8 and ARNT TACC3 PPI -2.3.
For C=CCn1c(O)c(Cc2ccc(OCC)cc2)c(=O)[nH]c1=O the results were Cneo AK release -0.2, miR122 inh 2.4, esBAF inh 11.3, SIRT5 inh 3.7, ERp5 inh 0.1, Statin myotox sup -2.9 and ARNT TACC3 PPI -3.3.
For CC(=O)OC1C2CCC1C(N1CCCC1)CC2 (stereo not given) the results were Cneo AK release -4.2, miR122 inh -3.4, esBAF inh -9.7 and ARNT TACC3 PPI -5.9.
COc1ccc(CN2C(=O)NC(=O)/C(=C\c3ccc(OC)c(OC)c3OC)C2=O)cc1 was read as Cneo AK release -1.1, miR122 inh 1.2, esBAF inh -12.6, SIRT5 inh -0.8, ERp5 inh 11.2, Statin myotox sup 3.5 and ARNT TACC3 PPI 3.8.
Screening COP(=O)(NC(=O)C(Cl)(Cl)Cl)OC returned esBAF inh -3.3, SIRT5 inh 1.6, ERp5 inh 2.2, Statin myotox sup 10.0 and ARNT TACC3 PPI -7.9.
For CCCCn1c(O)c(/C(CC)=N/N2CCCCC2c2cccnc2)c(=O)[nH]c1=S (stereo not given) the results were Cneo AK release -1.1, miR122 inh 0.9, esBAF inh -0.3, Statin myotox sup -6.8 and ARNT TACC3 PPI -3.3.
CSc1ccc(CN2CCN(C(=O)COc3cccc(C)c3)CC2)cc1 was read as Cneo AK release 3.1, SIRT5 inh -0.7, ERp5 inh -2.2 and ARNT TACC3 PPI 0.6.
Screening O=C(Cc1ccccc1)N1CCCCN2[C@H](C1)[C@H](c1ccc(-c3ccccc3)cc1)[C@@H]2CO returned Cneo AK release -1.7, miR122 inh -12.2[16.7 µM], ERp5 inh 0.8 and ARNT TACC3 PPI 7.5.
O=c1[nH]c(=S)n(CCC2=CCCCC2)c(O)c1C=NCc1cccnc1 was read as Cneo AK release -0.5, miR122 inh 0.9, esBAF inh -5.2, Statin myotox sup -12.4 and ARNT TACC3 PPI -0.8.
Screening COC(=O)C1=C(c2ccc(S(C)(=O)=O)cc2)C[C@@H]2CC[C@H]1N2C(=O)N1CCOCC1 returned Cneo AK release -3.4, miR122 inh -4.5, esBAF inh -1.5, ERp5 inh 5.6, Statin myotox sup -1.0 and ARNT TACC3 PPI 0.7.
Screening CN1CCN(C(=O)COc2ccc3ccccc3c2)CC1 returned miR122 inh -5.6, esBAF inh 4.0, SIRT5 inh -6.0, ERp5 inh -2.1, Statin myotox sup -1.8 and ARNT TACC3 PPI -10.0.
Screening COc1ccc(-c2ccc([C@H]3[C@H]4CN(C(=O)Cc5ccccc5)CCCCN4[C@H]3CO)cc2)cc1 returned Cneo AK release -0.6, miR122 inh 13.8[16.7 µM], SIRT5 inh 0.8, ERp5 inh 0.6 and ARNT TACC3 PPI -5.6.
CN(CC(=O)Nc1ccccc1-c1ccccc1)C1CCCCC1 was read as Cneo AK release -1.4, miR122 inh -3.0, esBAF inh -18.1, Statin myotox sup -1.0 and ARNT TACC3 PPI -17.4.
S=C1NCCN1 was read as Cneo AK release 1.2, miR122 inh 1.0, esBAF inh -5.8, SIRT5 inh -0.6, ERp5 inh -3.3, Statin myotox sup -7.7 and ARNT TACC3 PPI -4.2.
CCC(C)(O)C(=O)OC1C(=O)OC2CC3C(C)=CC(=O)C(O)C3(C)C3C4(O)OCC23C1C(C)C4O (stereo not given) was read as miR122 inh -12.3, ERp5 inh 5.8 and ARNT TACC3 PPI -7.4.
Screening CC(NCc1ccccc1C(F)(F)F)C(O)c1ccccc1 (stereo not given) returned Cneo AK release 0.3, miR122 inh -15.2, esBAF inh 1.8, SIRT5 inh -3.4, ERp5 inh 5.2, Statin myotox sup 14.8 and ARNT TACC3 PPI -9.1.
`O=C(Cn1ncc2c3ccccc3n(Cc3ccc(F)cc3)c2c1=O)N1CCC2(CC1)OCCO2` gave Cneo AK release 5.5, miR122 inh 0.3, esBAF inh 12.7 and Statin myotox sup 22.7.
Screening COC(=O)C(O)(c1ccc(NC(=O)c2cccs2)cc1)C(F)(F)F (stereo not given) returned Cneo AK release -1.9, miR122 inh 8.9, SIRT5 inh -1.3 and ERp5 inh 4.2.
For OC(c1ccccc1)(c1ccccc1)C1CN2CCC1CC2 (stereo not given) the results were SIRT5 inh -1.9, ERp5 inh 3.8 and ARNT TACC3 PPI -15.3.
`COC(=O)C1=C(c2ccc(OC(F)(F)F)cc2)C[C@@H]2CC[C@H]1N2C(=O)NCCOc1ccccc1` gave Cneo AK release 0.4, esBAF inh 6.5, SIRT5 inh 12.7, ERp5 inh 1.7, Statin myotox sup 29.4 and ARNT TACC3 PPI 23.9.
Screening Cc1nc2ccccc2c(=O)n1-c1ccc(Br)cn1 returned Cneo AK release 0.6, miR122 inh 7.9, SIRT5 inh -0.8, ERp5 inh 5.7 and ARNT TACC3 PPI 3.4.
CCOC(=O)c1nsnc1NCCCl was read as Cneo AK release -0.3, miR122 inh -1.2, esBAF inh -6.2, SIRT5 inh -4.8, ERp5 inh 9.2, Statin myotox sup 9.0 and ARNT TACC3 PPI -4.9.
For O=C1NC(=O)C2C1C1(Cl)C(Cl)=C(Cl)C2(Cl)C1(Cl)Cl (stereo not given) the results were Cneo AK release 1.2, miR122 inh 3.0, esBAF inh 0.8, ERp5 inh 13.9, Statin myotox sup 7.3 and ARNT TACC3 PPI -2.9.
For CCCN(CCC)C1Cc2cc(OC)c(OC)cc2C1 the results were Cneo AK release -1.4, miR122 inh 0.6, esBAF inh -3.7, SIRT5 inh -1.9, ERp5 inh 0.9, Statin myotox sup -1.6 and ARNT TACC3 PPI -1.3.
For Cc1cc(N(CCCl)CCCl)ccc1C=NNC(=O)Cc1cc(=O)oc2cc(O)ccc12 the results were Cneo AK release 1.5, esBAF inh -9.2, SIRT5 inh -4.3, ERp5 inh -0.7, Statin myotox sup 3.6 and ARNT TACC3 PPI -2.2.
For COc1ccc(C(=O)CC(c2ccc(OC)c(OC)c2)c2c(O)c3ccccc3oc2=O)cc1OC (stereo not given) the results were Cneo AK release -1.7, miR122 inh 12.5, esBAF inh -1.5, SIRT5 inh -2.6, ERp5 inh 4.8 and Statin myotox sup -1.8.
`CC(=O)OC1CCC2(C)C3CCC4(C)C(OC(C)=O)CCC4C3C(C)C2(O)C1` (stereo not given) gave Cneo AK release -0.9, miR122 inh -2.3, esBAF inh -5.9, ERp5 inh 3.2, Statin myotox sup -8.1 and ARNT TACC3 PPI -7.0.
`Cc1ccc(-c2nc3ccccc3c(=O)n2-c2cccc(O)c2)cc1` gave miR122 inh 1.6, esBAF inh 13.2, SIRT5 inh 4.3, ERp5 inh -1.4, Statin myotox sup 5.4 and ARNT TACC3 PPI -1.1.
Screening Cc1cccc(CN2CCN(CC(=O)N3CCC4(CC3)OCCO4)C2=O)c1 returned Cneo AK release 1.8, miR122 inh -10.0, esBAF inh -3.3, Statin myotox sup 3.2 and ARNT TACC3 PPI -8.5.

Only part of the results is shown, so the mix of outcomes need not match the whole.
